Screening data (PubChem)
EphA4 KYL inhibition: EphA4 ligand-binding antagonists – biochemical, colorimetric, mouse EphA4, primary screen (AID 689). actives 0.1% (n = 62,000). one-dose inhibition, % at 10 µM; IC50 in µM for titrated hits. EphA4-AP binding to KYL peptide, pNPP A405; higher % means a stronger effect; in the data active = a potency from the dose series; inactive = the rest, 99 in 100 with inhibition below about 22%
An asterisk follows results filed as active.

smiles	EphA4 KYL inhibition
COc1cc2c(cc1OC)C(CC#N)=NC(C)(C)C2	-2%
CC(C(=O)N1CCOCC1)N1C(=O)c2cccc3cccc(c23)C1=O (stereo not given)	-9%
CCS(=O)(=O)N1CCC(C(=O)NCc2ccc(F)cc2Cl)CC1	-2%
Cc1ccc2nc(NC(=S)NC(=O)c3ccc(Cl)cc3)sc2c1	0%
CC(=O)N=C1SC2CS(=O)(=O)CC2N1c1ccccc1Cl (stereo not given)	-17%
NC1=NC(c2ccc(F)cc2)n2c(nc3ccccc32)N1 (stereo not given)	3%
COc1ccc(C2CC(=O)C3=C(C2)Nc2ncnn2C3c2ccccc2C)c(OC)c1 (stereo not given)	-13%
COc1ccc(OC)c(NC(=O)C2CCCN(S(=O)(=O)c3cccc4nonc34)C2)c1 (stereo not given)	-5%
O=C(O)CCCCCCCCCC(=O)c1cccs1	4%
CCC(C)c1ccc(NC(=O)c2ccc([N+](=O)[O-])cc2)cc1 (stereo not given)	2%
CCN(CC)c1ccc(NC(=O)c2ccc(Cl)nc2)cc1	-3%
CCOc1nc(-c2ccc(OC)cc2)ccc1-c1noc(-c2ccncc2)n1	-11%
CCOc1cc(C=O)ccc1OCc1ccccc1	2%
COc1ccc(C(=O)Oc2ccc3oc(=O)cc(C)c3c2)cc1OC	-6%
Cc1nc2[nH]onc2c2nccc(=O)c12	-6%

Next section.
smiles	EphA4 KYL inhibition
Cc1ccc(-c2nc3ccsc3c(=O)o2)cc1	-9%
CC(C)n1c(N2CCN(C(=O)NCc3ccccc3)CC2)nc2ccccc21	-3%
Cc1cc(OCC(=O)N2CCCC2)ccc1Cl	-2%
Cc1snc(S(=O)(=O)Cc2c(Cl)cccc2Cl)c1C#N	-1%
N#Cc1c(-c2ccccc2)cc(C2CC2)nc1SCC(=O)c1cccs1	-12%
CCCc1cc(C(=O)Nc2c(C)n(C)n(-c3ccccc3)c2=O)no1	-1%
Cc1ccccc1-c1nnn(CC(=O)NCc2ccc3c(c2)OCO3)n1	8%
CC(=O)Nc1c(C(=O)c2ccc(F)cc2)oc2ccccc12	2%
Cc1c(C(=O)Nc2ccc(C(=O)O)cc2)cnn1C	-10%
Cc1ccc(N2C(=O)C3C4C=CC(C4)C3C2=O)cc1 (stereo not given)	-3%
COc1ccc(NC(=S)Nc2nc(CC(=O)Nc3ccccc3OC)cs2)cc1	-6%
CCOc1ccccc1C(=O)NCC(=O)OCC(=O)NCCc1ccc(S(N)(=O)=O)cc1	16%
COc1ccc(NCc2ccc(OC)c(OC)c2)cc1	-14%
CC(C)OCCCNC(=O)c1ccc(Br)cc1	-12%
C=C(C)COc1ccc(-c2n[nH]c(C)c2Oc2ccccc2OC)c(O)c1	11%

Grouped by structure, the compounds so far with a halogen
smiles	EphA4 KYL inhibition
CCS(=O)(=O)N1CCC(C(=O)NCc2ccc(F)cc2Cl)CC1	-2%
Cc1ccc2nc(NC(=S)NC(=O)c3ccc(Cl)cc3)sc2c1	0%
CC(=O)N=C1SC2CS(=O)(=O)CC2N1c1ccccc1Cl (stereo not given)	-17%
NC1=NC(c2ccc(F)cc2)n2c(nc3ccccc32)N1 (stereo not given)	3%
CCN(CC)c1ccc(NC(=O)c2ccc(Cl)nc2)cc1	-3%
Cc1cc(OCC(=O)N2CCCC2)ccc1Cl	-2%
Cc1snc(S(=O)(=O)Cc2c(Cl)cccc2Cl)c1C#N	-1%
CC(=O)Nc1c(C(=O)c2ccc(F)cc2)oc2ccccc12	2%
CC(C)OCCCNC(=O)c1ccc(Br)cc1	-12%

Going on with the list:
smiles	EphA4 KYL inhibition
S=C(NCc1ccccn1)Nc1cccc(Cl)c1	1%
Cc1cc(-n2c(C)cc(C(=O)CSc3ccc4c(c3)OCCO4)c2C)no1	-11%
O=C(CSc1ncccn1)N/N=C/c1cccs1	-8%
Cc1cc(C)n(-c2ccc(C(=O)NCc3cccs3)cc2)n1	-8%
O=C(O)C1CN(S(=O)(=O)c2ccccc2)CCN1S(=O)(=O)c1ccccc1 (stereo not given)	-3%
COCCN(C(=O)CN1CCCc2ccccc21)c1c(N)n(Cc2ccccc2)c(=O)[nH]c1=O	-17%
CC(=O)c1sc(Nc2ccccn2)nc1C	-8%
Cc1cc(C)n(-c2ncc(-c3ccccc3)nn2)n1	-12%
CCCCCn1c(N2CCOCC2)nc2c1c(=O)n(CC(N)=O)c(=O)n2C	4%
Cc1cc(C)n2nc(-c3ccsc3-n3c(C)ccc3C)cc2n1	-9%
COc1ccccc1NC(=O)Cn1nnc(-c2ccccc2NC(=O)c2cc3ccccc3oc2=O)n1	-15%
CC(=O)SC(C)CC(=O)NCc1ccccc1 (stereo not given)	-37%
Cc1ccccc1C1CC(c2ccccc2)Nc2ncnn21 (stereo not given)	5%
Cn1c(NC(=O)c2ccccc2)c(-c2ccccn2)c(=O)c2ccccc21	-12%
COc1c(F)c(F)c(-c2c(F)c(F)c(OC)c(F)c2F)c(F)c1F	-3%

Next structures
smiles	EphA4 KYL inhibition
Cc1cc(Cl)c(S(=O)(=O)Nc2ccc3c(c2)OCCO3)cc1OCC(=O)NC1CCCCC1	-4%
CCCCOc1ccc(NCN2C(=O)c3ccccc3C2=O)cc1	5%
O=C(CSc1nsc(SCC(=O)Nc2ccccc2F)n1)Nc1ccccc1F	-9%
Nc1nnc(CCOc2ccccc2Cl)s1	-7%
COc1ccc(CC(=O)Nc2nncs2)cc1OC	-12%
O=C(c1cc(F)c(F)cc1Cl)N1CCN(c2ccc([N+](=O)[O-])c(N3CCCC3)c2)CC1	-5%
CCC1Oc2ccccc2N(CC(=O)NCCN2CCc3ccccc3C2)C1=O (stereo not given)	-4%
Cc1ccc(/C=N/N2CCN(Cc3ccccc3Cl)CC2)s1	-8%
O=C(COc1ccc(S(=O)(=O)NC2CCCCC2)cc1)Nc1ccc2c(c1)OCCO2	6%
CCOC(=O)c1[nH]c(C)c(C(=O)OC(C)C(=O)Nc2ncc(Cl)cc2Cl)c1C (stereo not given)	-1%
CCOC(=O)N1CCN(C(=O)c2ccc3c(=O)n(-c4ccc(F)cc4)c(=S)[nH]c3c2)CC1	1%
CCCCOC(=O)Cn1c(=O)n(CC(=O)OCCCC)c2cc(C)ccc21	0%
COc1ccc(N2C(=O)CCC(C(=O)Nc3ccccn3)C2c2ccc(OC)c(OC)c2)cc1 (stereo not given)	2%
COc1ccc(-c2nc3c(=O)n(C)c(=O)[nH]c3n2CCc2ccccc2)cc1	-12%
CSc1nc2n(n1)C(c1cc(Br)ccc1F)C(C(=O)N(C)C)=C(C)N2 (stereo not given)	-8%

(list continues)
Structure	EphA4 KYL inhibition
Cc1cc(C)n(Cc2cccc(F)c2)c(=O)c1C#N	10%
O=C(CSC1=Nc2ccccc2C2=NC(CC(=O)NC3CCCCC3)C(=O)N12)NCc1ccco1 (stereo not given)	5%
Cc1cc(O)c(C(C)C)cc1NC(=O)c1ccc(Cl)cc1	-6%
Cc1ccc(C)c(NC(=S)NC(NC(=O)Cc2cccc3ccccc23)C(Cl)(Cl)Cl)c1 (stereo not given)	35%
CNC(=O)C1C(=S)NC(N)=C(C#N)C1c1ccccc1 (stereo not given)	-15%
O=C1NC(=O)N(c2ccccc2Cl)C(=O)C1=Cc1ccc2c(c1)OCO2	-7%
CC(C)Cn1cc(C(=O)NCc2cccs2)c2c3ccccc3n(C)c2c1=O	5%
Cc1ccc2c(c1)NC(=O)C(CC(=O)NCc1ccc(F)cc1)O2 (stereo not given)	14%
COc1ccc(S(=O)(=O)N2CCc3ccccc32)cc1C(=O)OCc1c(C)noc1C	7%
COc1ccc(/C=N/NC(=O)c2ccc(C)cc2)cc1CN1CCN(c2ccc(F)cc2)CC1	-10%

Next compounds:
Structure	EphA4 KYL inhibition
COc1ccc(CCNC(=O)c2n[nH]c(=O)c3ccccc23)cc1	-2%
CCOC(=O)c1ccc(NC(=O)c2ccccc2OC)cc1	-12%
O=C(NCc1cccs1)c1ccc2c(c1)ncn2C1CCCC1	-18%
O=C(CC(c1ccccc1)c1ccccc1)NCC1CCCO1 (stereo not given)	-8%
Cn1cccc1Cc1nnc(SCC(=O)Nc2nc3ccccc3s2)n1CCc1ccccc1	9%
COC(=O)c1ccc(Sc2ccc(C)cc2)c(N)c1	7%
CCOC(=O)C1CCN(Cc2nc3ccc(Cl)cc3n2CCO)CC1	-12%
NC(=O)CSC1=Nc2ccccc2C2=NC(CC(=O)NCc3cccs3)C(=O)N12 (stereo not given)	-9%
COc1ccc(Cl)cc1NS(=O)(=O)c1ccc(S(=O)(=O)N2CCCC2)cc1	2%
Cn1c(=O)c2c(nc(CN3CCN(Cc4ccccc4)CC3)n2Cc2ccc(Cl)cc2)n(C)c1=O	-17%

Further records:
Structure	EphA4 KYL inhibition
COc1ccc(/C=C/C(=O)NCc2ccccn2)cc1OC	-6%
Cc1ccc(NC(=O)c2c(-c3c(F)cccc3Cl)noc2C)cc1F	3%
O=C(C1CC1)N(CCN(C(=O)C1CC1)c1ccccc1)c1ccccc1	17%
CCOc1cccc(C(=O)Nc2ccc(N3CCN(S(C)(=O)=O)CC3)cc2)c1	6%
COC(=O)CSc1nc(C2CC2)nc2ccccc12	-5%
CCC(C)[C@@H](NC(=O)OC(C)(C)C)c1nnc(S(=O)(=O)Cc2cccc(C)c2)o1 (stereo not given in full)	-7%
CC(=O)Oc1ccc2oc3c(c2c1)C(=O)CCC3	-4%
CCN(CC)S(=O)(=O)c1ccc(OC)c(NC(=O)CSc2ccccc2)c1	3%
CCOc1nc(-c2ccccc2)ccc1-c1noc(-c2cccs2)n1	-4%
COc1ccc(C2CC(C(F)(F)F)n3nc(C(=O)N(C)Cc4cn(C)nc4C)c(Cl)c3N2)cc1 (stereo not given)	-4%

(next part)
Structure	EphA4 KYL inhibition
COc1ccc(C2CC(=O)Nc3sc(=N)c4c(N)c(C#N)c(N)nc4c32)cc1OC (stereo not given)	-9%
Cc1ccccc1OCC(=O)NNC(=S)NC(=O)c1ccco1	3%
CC(=O)c1cc(NC(=O)c2cccc(C(F)(F)F)c2)c(=O)oc1/C=C/N(C)C	0%
CCOc1ccc(-n2c(C)nnc2SCC(=O)N(CC)CC)cc1	-12%
COc1cccc(CNC(=O)C2CCN(Cc3cnn(-c4ccccc4)c3-n3cccc3)CC2)c1	-1%
O=C(CSc1ccccc1)Nc1ccc(NC(=O)c2ccco2)cc1	-24%
O=C(CCNc1ccccc1)c1cccc([N+](=O)[O-])c1	-13%
O=C(Nc1ccccc1C(F)(F)F)c1ccc(CN2CCC(Cc3ccccc3)CC2)cc1	-10%
Cc1ccccc1-n1c(Cc2cccs2)n[nH]c1=S	0%
CS(=O)(=O)N(CC(=O)N1CCC(C(N)=O)CC1)c1ccc(Oc2ccccc2)cc1	-5%

Retrieved one by one from the entries so far:
Structure	EphA4 KYL inhibition
COc1cccc(CNC(=O)C2CCN(Cc3cnn(-c4ccccc4)c3-n3cccc3)CC2)c1	-1%
CC(=O)c1cc(NC(=O)c2cccc(C(F)(F)F)c2)c(=O)oc1/C=C/N(C)C	0%
O=C(Nc1ccccc1C(F)(F)F)c1ccc(CN2CCC(Cc3ccccc3)CC2)cc1	-10%

The list continues:
Structure	EphA4 KYL inhibition
CCc1cccc2c(=O)c(C(=O)N3CCOCC3)c[nH]c12	-10%
Cc1ccc(-n2nc(C)c3c2OC(N)=C(C#N)C3c2ccoc2)cc1 (stereo not given)	10%
CCC(=O)NC(=S)Nc1cccc(NC(=O)c2ccc(Cl)cc2Cl)c1	3%
Cc1ccc(C(=O)N2CCN(c3ccc([N+](=O)[O-])cc3Cl)CC2C)o1 (stereo not given)	-7%
Cc1cc2ccccc2c(=O)n1CC(=O)NC1CCCCCC1	-13%
CC1=CC(C)(C)N(S(=O)(=O)c2ccc(C)cc2)c2ccc(C)cc21	-8%
O=C(NCc1ccc(Cl)cc1)c1cc(-c2ccco2)on1	4%
O=C(O)c1cccc(NC(=O)C2C3C=CC(C3)C2C(=O)O)c1 (stereo not given)	-2%
C=CCn1c(/N=C/c2ccc(N(C)C)cc2)nc2ccccc21	-1%
O=C(Nc1ccccc1Cl)c1ccc2nccnc2c1	0%

(list continues)
Structure	EphA4 KYL inhibition
Cc1cccc(N2C(=O)CC(N3CCC(c4nc5ccccc5[nH]4)CC3)C2=O)c1 (stereo not given)	-17%
COc1ccc(CC(=O)NCc2cn3ccsc3n2)cc1	-16%
O=C(Oc1cccc([N+](=O)[O-])c1)c1cc(-c2ccccc2)nc2ccccc12	-9%
COC(=O)c1ccccc1NC(=S)NC(=O)c1ccccc1	-14%
COc1ccccc1CC1(C)NC(=O)N(CC(=O)N2CCc3ccccc3C2)C1=O (stereo not given)	-13%
O=C(O)CSc1nnc(-c2cccnc2)n1Cc1ccccc1	-11%
COc1ccc(CNC(=O)C2CCN(c3nccs3)CC2)cc1	2%
c1ccc(-c2ccc(C3=Nn4c(nnc4-c4cc(-c5ccccc5)n[nH]4)SC3)cc2)cc1	-8%
CCN(Cc1ccccc1)S(=O)(=O)c1ccc(S(=O)(=O)N2CCN(C)CC2)cc1	-9%
CCOC(=O)c1oc2ccccc2c1CN1CCOCC1	6%

Next compounds:
Structure	EphA4 KYL inhibition
Cc1cc2nc(C)n(CCCN)c2cc1C	-18%
C=CCNC(=O)CN(c1ccc(OC)cc1)S(=O)(=O)c1ccccc1	2%
CON/C=C(\C=Nc1ccccc1)c1ncc(C(F)(F)F)cc1Cl	-3%
O=C(CCN1C(=O)C2C3C=CC(C3)C2C1=O)Nc1ccc2c(c1)OCO2 (stereo not given)	-30%
Cn1c(=O)c2c(-c3ccccc3)n(-c3ccccc3O)cc2n(C)c1=O	-5%
CC(C)Cc1nnc(NC(=O)CSc2ccccn2)s1	9%
O=C(c1cc(-c2ccncc2)nc2ccccc12)N1CCN(c2ccc(N3CCOCC3)nn2)CC1	4%
Cc1ccc2c(c1)NC(=O)C(CC(=O)O)O2 (stereo not given)	-15%

Only part of the results is shown; the hit share may differ from the screen's.
